Screening results as filed in PubChem.
Smad3 FoxH1 inh – Smad3/FoxH1 peptide binding inhibitors, primary screen, biochemical, TR-FRET; 88,000 compounds, 0.29% hits; TR-FRET Smad3/Dy647-FoxH1 peptide binding, europium anti-His; inhibition, % at 25 µM; Mothers against decapentaplegic homolog 3 (Homo sapiens), P84022;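 active = compounds that reduce the energy-transfer binding signal between the protein and its labelled peptide by more than half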;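 note: 0% = Smad3 plus labelled peptide maximal FRET and 100% = peptide-only background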
Target sequence (P84022 whole entry, looked up): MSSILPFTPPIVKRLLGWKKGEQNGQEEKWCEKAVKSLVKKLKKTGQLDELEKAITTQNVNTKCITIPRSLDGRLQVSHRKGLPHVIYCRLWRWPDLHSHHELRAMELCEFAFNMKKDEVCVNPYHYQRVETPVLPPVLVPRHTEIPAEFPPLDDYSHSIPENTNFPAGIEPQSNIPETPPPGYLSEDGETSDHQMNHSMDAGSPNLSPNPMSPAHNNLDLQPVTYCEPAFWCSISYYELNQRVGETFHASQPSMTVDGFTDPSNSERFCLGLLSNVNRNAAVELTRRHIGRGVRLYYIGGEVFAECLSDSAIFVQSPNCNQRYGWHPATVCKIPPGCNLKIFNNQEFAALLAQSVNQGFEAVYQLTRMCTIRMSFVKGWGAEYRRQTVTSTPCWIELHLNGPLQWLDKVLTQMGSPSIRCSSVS
VCAM1 TNFa inh – inhibitors of TNFa-induced VCAM1 expression, primary screen, imaging, HUVEC, TNFa stimulus, immunofluorescence. AID 802, 2007. 95,000 compounds, 0.48% hits. inhibition, % at 2 µM. HUVEC TNFa-induced VCAM-1 immunofluorescence, high-content imaging;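 active = inhibition above the batch mean plus 3 SD, with images confirmed as a hit by eye, cut at about 37% in these data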;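 note: 0% = TNF-stimulated DMSO wells and 100% = unstimulated control wells; not every result past the cut was called active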
cytoskel mod – modifiers of F-actin cytoskeleton organization, primary screen, imaging, HUVEC, phalloidin staining, high-content imaging | HUVEC TNFa F-actin phalloidin imaging | AID 836, 2007 | 91,000 compounds, 0.18% hits | inhibition, % at 2 µM;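 active = inhibition above the batch mean plus 3 SD and confirmed as a hit by visual image inspection, cut at about 30% in these data, passing the limit was not always enough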; note: strong numbers were not always called active
H69AR growth 86K – proliferation blockers of H69AR lung cancer cells, primary screen, cell-based, human, 86K library. H69AR lung tumor viability, ATP luminescence, 72 h; active compounds read low. viability, % at 10 µM. 85,000 compounds, 6% hits;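 active = viability at or below 40%; inactive = viability above 40%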;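 note: multidrug resistant small cell line overexpressing MRP-1 efflux transporter; 100% = mean luminescence of untreated control wells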
TNFa cytotox – cytotoxicity in TNFa-stimulated HUVEC, primary screen, cytotoxicity control for VCAM1 expression modulator project, imaging, Hoechst nuclei count. HUVEC TNFalpha-stimulated, Hoechst cell count. AID 848, 2007. cell count reduction, % at 2 µM. 93,000 compounds, 0.17% hits;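 active = cell count reduction exceeding the screen mean by over 5 SD, scaled to untreated wells per plate, cut at about 78% in these data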;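 note: cells counted after 24 h of TNF alpha exposure following the 1 h pretreatment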
HUVEC prolif 384 – inhibitors of HUVEC proliferation, primary screen, cell-based, 384-well; CellTiter-Glo luminescence, 72 h; active compounds read low; viability, % at 10 µM (by protocol); 86,000 compounds, 1.1% hits;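 active = viability at or below 30%; inactive = viability above 30%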;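 note: 100% = median luminescence of DMSO-only cell control wells on each plate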
IL1B cytotox – cytotoxicity in IL-1B stimulated HUVEC, primary screen, cytotoxicity control for IL-1B NFkB translocation project, imaging, Hoechst nuclear count, IL-1B stimulus; HUVEC cell count loss; cell count reduction, % at 2 µM; 94,000 compounds, 0.41% hits; AID 845, 2007;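 active = cell count reduction more than 3 SD above the screen-wide mean, cut at about 70% in these data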;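 note: normalized per plate to untreated control cells as the no-loss baseline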
Fibroblast inh – antiproliferative effect on LL 47 fibroblasts – human, LL 47 cells, CellTiter-Glo luminescence, primary screen | LL 47 human lung fibroblast viability, ATP luminescence; active compounds read low | 85,000 compounds, 1.1% hits | viability, % at 10 µM;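 active = viability at or below 50% in the single dose screen; inactive = viability above 50%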;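 note: compound exposure lasted 72 h before the ATP readout; 100% = median luminescence of untreated cell-only wells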
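Test system: LL 47 human lung fibroblasts; Quantity: 1,150 cells/well; Buffer or medium: IMEM plus 15% FBS; Dosing: tenfold compound dosing solution, DMSO at 0.1%; Timing: overnight cell rest, 72 h compound treatment at 37 °C; Detection: ATP-based CellTiter-Glo luminescent readout; Read-out basis: viability percentage against median untreated-cell control; Controls: cell-only wells, no compound.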
PTK2B oligo ant – antagonists of Pyk2 self-association, primary screen, Q293 cells, FERM NanoBiT luminescence, HTS; active compounds read low; z-score (the deposit names both 25 µM and 10 µM); 99,000 compounds, 0.83% hits;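 active = Z-score of -3 or lower, scaled per plate to the spread of control and sample wells; inactive = z-score above -3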;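 note: negative z-score means lost luminescence so less FERM oligomerization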
Starred values were filed as active, the others as inactive; nt = not tested or not shown; [ ] = another dose, or the depositor's remark. These rows are one share of the data (hit frequency here may not be typical).

Every second line gives: PTK2B oligo ant, Fibroblast inh, TNFa cytotox, HUVEC prolif 384, cytoskel mod, Smad3 FoxH1 inh, H69AR growth 86K, IL1B cytotox, VCAM1 TNFa inh
- CCOc1ccc(N(CC(=O)O)S(=O)(=O)c2ccc(OC)c(OC)c2)cc1
    0.55, 105.8, -7.4, 96.2, -8.9, 1.1, 106.7, -4.0, -26.8
- O=c1n(Cc2ccccc2Cl)c2sc3c(c2c2ncnn12)CCCC3
    0.6, 96.2, nt, 76.8, nt, -8.4, 63.2, nt, nt
- COc1ccc(C(=O)n2nnc3ccccc32)cc1Br
    1.38, 95.1, 2.9, 81.7, -20.2, 0.8, 70.7, 2.2, -1.8
- Cc1cc(NC(=S)NC(=O)CC(C)C)ccc1Br
    0.67, nt, -1.7, nt, 4.4, nt, nt, 13.2, -5.5
- COc1ccc(N(CC(=O)Nc2ccc(S(=O)(=O)N3CCCCC3)cc2)S(C)(=O)=O)cc1OC
    -1.49, 87.2, -17.7, 82.9, 21.2, -1.9, 86.1, nt, -10.5
- C=CCn1c(Cc2ccc(OC(C)C)c(Cl)c2)nnc1SCC(N)=O
    1.68, 120.2, -8.6, 95.4, -18.1, 4.7, 98.3, -6.7, -5.5
- CCCN(CCC)CC(O)CN(c1ccccc1)S(=O)(=O)c1ccc(C)cc1 (stereo not drawn)
    0.64, 93.6, -0.9, 90.4, 6.2, 5.7, 79.0, -4.0, -11.8
- Cc1ccccc1OCCCC(=O)NCc1ccco1
    0.7, nt, -14.8, nt, 7.8, nt, nt, -1.2, 0.2
- O=C(CCN1C(=O)C2C3C=CC(C3)C2C1=O)NCCc1ccccc1Cl (stereo not drawn)
    0.42, 102.5, -2.5, 97.3, -9.6, 9.1, 83.7, -9.1, 5.1
- COC(=O)c1ccc(NC(=O)c2ccccc2)o1
    0.21, nt, 9.7, nt, 3.2, nt, nt, 7.3, 1.9
- COc1ccc(OC)c(C2=NOC(C(=O)NCCN3CCOCC3)C2)c1 (stereo not drawn)
    0.29, 93.2, -11.9, 101.5, 6.9, -2.4, 99.9, -30.6, 21.6
- CC1(C)Cc2c(c(-c3ccccc3)nc3[nH][nH]c(=O)c23)CO1
    -0.4, 102.2, nt, 95.7, nt, -4.5, 103.8, nt, nt
- Cc1cc(N)n(-c2ncnc3scc(-c4ccccc4)c23)n1
    -0.29, 96.3, -10.8, 102.5, 3.0, -17.9, 92.0, 7.6, 9.2
- CN(c1ccccc1C(=O)N1CCc2ccccc2C1)S(C)(=O)=O
    -0.3, 99.9, 0.4, 102.9, 10.4, -11.8, 85.2, -16.3, 26.7
- CNC(=O)c1ccc(CNC(=O)OCC(F)(F)F)cc1
    -1.02, 98.5, 0.7, 94.4, -24.2, -4.0, 93.4, nt, 6.9
- O=C(Cc1ccccc1)Nc1ccc(N2CCN(Cc3ccccc3F)CC2)cc1
    0.09, 92.3, 2.5, 89.4, 1.0, 3.2, 81.0, -14.3, 5.9
- COc1ccc(N2CCN(CCC(N)=O)CC2)cc1
    0.5, nt, -18.4, nt, 2.2, nt, nt, -11.5, -4.8
- COCC(=O)OCC(=O)Nc1cc(C(C)(C)C)nn1-c1ccccc1
    1.61, 93.2, 8.0, 92.1, -34.7, 11.8, 82.2, 18.7, 8.4
- COc1cccc(N2CCN(C3CCCC(C)C3)CC2)c1 (stereo not drawn)
    0.1, 101.7, -24.7, 112.5, 0.3, -20.2[fluorescence artefact?], 96.5, nt, 10.3
- O=C(NCCC1=CCCCC1)C1CCN(C(=O)Nc2ccccc2)CC1
    0.12, 98.5, 1.3, 95.8, -33.4, 0.8, 94.5, -3.7, 3.9
- COCC(=O)N(Cc1cc2cc(OC)ccc2[nH]c1=O)c1ccccc1
    0.29, 99.7, 10.2, 93.5, 7.3, 7.3, 85.2, 22.6, 10.2
- Cc1ccc(Cl)cc1N1CCN(C(=O)c2ccc(CN3CCOCC3)cc2)CC1
    -0.69, 99.1, -1.3, 82.3, 12.4, 5.3, 68.6, -22.3, 10.8
- COc1ccc(C(C)NC(=O)C2CCCO2)cc1OC (stereo not drawn)
    0.09, 110.6, -2.9, 92.6, 2.5, 11.8, 97.9, -22.9, -13.3
- O=C(OCc1cnc(Cl)s1)c1ccccc1Cl
    0.51, nt, -13.0, nt, 15.8, nt, nt, -9.5, 1.5
- COc1ccccc1NC(=O)N1CCCC1C(=O)NCc1ccccc1 (stereo not drawn)
    -0.31, nt, 6.5, nt, 6.1, nt, nt, -0.3, -36.9
- COC(=O)c1ccc(N2CCN(C)CC2)c(NC(=O)c2cc3ccccc3o2)c1
    0.12, 83.1, -8.8, 89.0, -2.2, 12.9, 75.0, -27.3, 5.3
- CCC(=O)Nc1ccc(-c2nnc(-c3ccccc3)o2)cc1
    -0.16, nt, 2.4, nt, 0.1, nt, nt, -8.4, -2.3
- COC(=O)/C=C/C(=O)Nc1cccnc1
    -0.12, nt, -24.4, nt, 7.9, nt, nt, nt, 9.6
- Cc1cc(C)c(NC(=O)CSc2nc3ccc(NC(=O)CSc4nnnn4Cc4ccccc4)cc3s2)c(C)c1
    0.02, 83.0, -35.1, 84.0, 7.5, 1.6, 14.1*, -27.3, 12.6
- CCOc1ccc(OCC)c(NC(=O)CC2Oc3ccccc3NC2=O)c1 (stereo not drawn)
    nt, 99.6, -7.7, 103.9, -3.3, -4.4, 66.0, -11.9, 4.4
- O=C(NCc1ccccc1)C1CCCN(C(=O)Nc2ccccc2)C1 (stereo not drawn)
    2.31, 104.9, 9.3, 75.0, 10.7, 5.9, 77.3, 0.5, 2.9
- O=C(O)C1CCCN(S(=O)(=O)c2ccc(Br)cc2)C1 (stereo not drawn)
    2.41, 99.0, -17.6, 95.6, 5.4, 5.5, 105.6, -63.6, -8.8
- CCCCCOC(=O)Cn1c(=O)c2c(nc(N3CCOCC3)n2C)n(C)c1=O
    0.07, 96.4, -18.3, 93.9, -3.2, 1.0, 35.3*, 18.6, 0.6
- OC(COc1c(Br)cc(Br)cc1Br)CN1CCOCC1 (stereo not drawn)
    -0.08, 97.8, -33.0, 100.0, -20.1, -0.9, 106.9, -13.1, 7.3
- CCOC(=O)c1c(C)n(C)c2cc(OCCN(CC)CC)ccc12
    1.19, 104.8, -6.4, 88.2, -2.3, 5.8, 82.3, -3.6, 7.7
- Cc1cc(C(F)F)n2nc(C(=O)Nc3ccc(S(=O)(=O)NC45CC6CC(CC(C6)C4)C5)cc3)nc2n1
    -0.36, 95.0, -16.5, 91.5, -4.2, 7.8, 115.0, -42.6, 5.2
- Nc1cc(C(=O)OCC(=O)N2CCCC2)ccc1Cl
    -0.15, 106.2, -10.0, 92.9, 0.3, -1.0, 101.7, -2.5, -0.3
- O=C(Cn1c(O)c(/C=C2\C=Nc3ccc(Br)cc32)sc1=O)N1CCCC1
    -0.55, nt, -21.1, nt, 5.2, nt, nt, -18.2, 17.1
- CCC(C)(C)n1nnnc1C(c1cc2cccc(C)c2[nH]c1=O)N1CCCC1 (stereo not drawn)
    0.87, 81.7, -14.7, 84.0, 21.4, 3.3, 81.8, -18.1, 2.4
- O=c1cc(CSc2nc3ccccc3[nH]2)c2ccccc2[nH]1
    0.66, 99.6, -19.4, 81.0, 2.0, 6.6, 83.6, -3.2, 13.9
- CCCCCSc1nc2c(c(=O)[nH]c(=O)n2C)n1CCc1ccccc1
    nt, 98.9, nt, 80.3, nt, 3.2, 41.0, nt, nt
- COC(=O)COc1nc(C)c2c(c1C#N)CC(C)(C)OC2
    1.39, 106.0, nt, 102.0, nt, 4.4, 97.4, nt, nt
- COc1ccccc1C(=O)Nc1ccc(S(=O)(=O)Nc2cc(C)on2)cc1
    0.16, 98.0, -9.6, 83.8, 1.6, 2.4, 82.6, 9.0, -4.3
- C=CCn1c(SCC(=O)Nc2ccccc2OC)nc(O)c(CC)c1=O
    -0.2, 108.1, -19.8, 92.3, -11.4, 1.1, 91.6, 12.9, 4.4
- COc1ccc(NC(=O)c2sc(NC(=O)COc3ccccc3)nc2C)cc1
    -1.23, nt, -16.6, nt, 16.4, nt, nt, -15.6, 9.1
- COc1cc(-c2nc(-c3ccccn3)no2)cc(OC)c1OC
    0.2, 99.9, nt, 91.0, nt, 7.0[fluorescence artefact?], 91.2, nt, nt
- COc1cc(NC(=O)c2cccs2)c(OC)cc1NC(=O)CCn1nnc2ccccc21
    -0.8, 108.4, -10.1, 92.0, 41.2, -9.4, 81.5, -2.1, 8.2
- CCOC(=O)C1CCCN(C2CC(=O)N(c3ccc(C)cc3)C2=O)C1 (stereo not drawn)
    -0.62, 109.2, -4.3, 93.3, -2.9, 14.9[fluorescence artefact?], 92.8, nt, 6.8
- CCn1ncc(C2=NOC(C(=O)Nc3cc(OC)c(Cl)cc3OC)C2)c1C (stereo not drawn)
    -0.79, 96.5, nt, 92.0, nt, 2.3, 38.8*, nt, nt
- CCCCn1c(NC(=O)CC)c(C#N)c2nc3ccccc3nc21
    -0.02, 95.3, 7.3, 106.8, -14.8, 16.3, 76.9, 40.9, 11.6
- O=C(COC(=O)c1ccccc1)c1ccc(Br)cc1
    0.59, nt, 5.1, nt, 7.2, nt, nt, 6.2, 15.3
- CCCC(CCC(=O)Nc1ccc(C(=O)OCC)cc1)C(=O)O (stereo not drawn)
    0.64, 106.0, -8.5, 98.4, 0.9, 3.9, 95.9, -3.9, 32.0
- CCOC(=O)c1cnc(SCC(=O)Nc2nc(C)c(C)s2)nc1N
    -0.89, 90.9, -19.1, 94.4, -1.9, 1.1, 82.0, -18.9, 17.8
- Cc1c(-c2c(C#N)c(N)nc3c2CCCCCC3)cnn1C
    -0.42, nt, 9.1, nt, -14.2, nt, nt, -16.9, -4.4
- CN=c1scc(C)n1/N=C/c1ccc(O)c(O)c1O
    -0.7, 102.4, -5.3, 97.6, -1.3, 19.7, 85.6, -22.8, 10.1
- O=C(COc1ccccc1)Nc1ccc2c(c1)nc1n2CCOC1
    0.18, 105.2, -13.9, 87.3, 6.0, 10.4, 97.3, -0.9, 6.4
- O=c1c2c3nc4ccccc4nc3n(-c3ccc4c(c3)OCCO4)c2ncn1CC1CCCO1 (stereo not drawn)
    nt, 109.0, nt, 101.8, nt, 10.2, 90.2, nt, nt
- c1csc(CNc2ncnc3sccc23)c1
    0.25, 96.4, -46.1, 95.2, -6.6, 1.3, 81.5, -12.9, 5.7
- C=CCN(CC=C)Cc1c(O)ccc2c1oc(=O)c1ccccc12
    -0.82, nt, 4.4, nt, -10.5, nt, nt, -6.6, 3.6
- Cc1cccc(NS(=O)(=O)c2ccc(C)c(C(=O)OCC(=O)Nc3cc(C)on3)c2)c1
    -3.83*, 74.9, -16.5, 66.7, 4.3, 19.9, 87.5, 30.8, 4.9
- COc1ccc(-c2nnc(SCC(=O)Nc3cc(C)on3)n2N)cc1OC
    0.38, nt, -9.1, 98.1, -8.4, -2.2, 82.9, -10.7, -1.0
- Nc1nc2n(n1)C(c1ccccc1)CC(c1ccc(F)cc1)N2 (stereo not drawn)
    nt, 98.9, -19.5, 101.2, 8.7, 5.1, 101.4, -20.0, 3.3
